XIAP antagonists – small molecules displacing peptide from XIAP – biochemical, IAP family, fluorescence polarization (AID 1018); XIAP BIR domain, fluorescence polarization peptide displacement; higher % means a stronger effect; displacement, % at 20 µM; hits with a dose series show IC50 in µM; hit rate 0.007% among 200,000; in the data active = displacement above about 50%; note: a part of the inactive calls stands beside numbers as strong as those of hits
SIAH1 antagonists – blockers of Siah-1 interaction with plectin peptide – biochemical, fluorescence polarization, rhodamine-plectin, uHTS, primary screen (AID 1817); one-dose displacement, % at 20 µM; IC50 in µM for titrated hits; Siah-1 / rhodamine-plectin peptide fluorescence polarization; higher % means a stronger effect; hit rate 0.02% among 290,000;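 active = displacement of at least 50% at 20 µM, with a fluorescence ratio check between 0.3 and a set limit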;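 note: plate controls were Siah plus tracer with DMSO for no effect and tracer alone without Siah for full effect; strong numbers were not always called active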
NS5 inhibitors – Dengue-2 NS5 methyltransferase inhibitors, primary screen, biochemical, confirmation dose response (AID 588689); Dengue-2 NS5 methyltransferase capping enzyme assay, biochemical; higher % means a stronger effect; inhibition, % at 25 µM; hits with a dose series show IC50 in µM; hit rate 0.3% among 340,000; in the data active = a potency from the dose series; inconclusive = inhibition above about 29% without an active follow-up result
AID2073 – inhibitors of Mint1-CaV2.2 protein interaction, biochemical, HTRF (AID 2073); HTRF protein-protein interaction, Mint1-CaV2.2; higher % means a stronger effect; hit rate 0.19% among 290,000; inhibition, % at 20 µM; hits with a dose series show IC50 in µM; in the data active = inhibition mostly above about 51%, no sharp cut-off; inconclusive = no clear call, values can overlap the other calls; inactive = mostly below about 53%; note: some results filed as inactive read as strong as hits
LYP phosphatase – PTPN22 lymphoid phosphatase activity blockers – biochemical, fluorescence intensity, uHTS (AID 1779); recombinant LYP phosphatase, fluorescence intensity; higher % means a stronger effect; inhibition, % at 11.5 µM; hits with a dose series show IC50 in µM; hit rate 0.054% among 290,000; in the data active = inhibition above about 50%;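 note: plate controls were vehicle with enzyme for no effect and no enzyme for full effect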
RSV CPE inhibition – RSV antiviral activity via CPE protection, HEp-2 cells, primary 10 µM value included (AID 2391). HEp-2 cells, RSV-induced CPE inhibition; higher % means a stronger effect. hit rate 0.13% among 310,000. one-dose CPE inhibition, % at 10 µM; IC50 in µM for titrated hits; in the data active = a potency from the dose series; inconclusive = CPE inhibition mostly from about 23% at the one dose, without a potency; inactive = the rest, 99 in 100 with CPE inhibition below about 21%; note: strong numbers were not always called active
Large T inhibition – SV40 large T antigen inhibitors, biochemical (AID 1903); SV40 large T antigen ATPase/helicase inhibition assay; higher % means a stronger effect; inhibition, % at 20 µM, or IC50 in µM where a hit was titrated; hit rate 0.39% among 310,000; in the data active = a potency from the dose series; inconclusive = inhibition mostly from about 32% at the one dose, without a potency; inactive = the rest, 99 in 100 with inhibition below about 32%; note: strong numbers were not always called active
MgcRacGAP inhibition – MgcRacGAP GTPase-activating activity inhibitors, confirmation, biochemical, ADP Hunter fluorescence; MgcRacGAP-stimulated Rac1 GTP hydrolysis, ADP Hunter fluorescence; higher % means a stronger effect; GST-tagged Rac1 F28L mutant substrate; inhibition, % at 30 µM, or IC50 in µM where a hit was titrated; hit rate 0.6% among 340,000; AID 624330;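 active = first-screen hits whose inhibition reached a set limit at any dose in the follow-up dose series; inconclusive = inhibition above the set first-screen limit but never retested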;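 note: fluorescence reports GDP produced by GAP-driven GTP hydrolysis; strong numbers were not always called active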
HIV peptide binding – cell-free HIV fusion peptide-binding blockers – biochemical, uHTS, fluorescence dequenching, primary screen (AID 1986) | cell-free peptide binding, fluorescence dequenching, 30 min; higher % means a stronger effect | one-dose inhibition, % at 20 µM; IC50 in µM for titrated hits | hit rate 0.3% among 290,000; in the data active = inhibition mostly above about 52%, no sharp cut-off; inactive = mostly below about 76%; note: some results filed as inactive read as strong as hits
Starred values were filed as active, the others as inactive; ? = inconclusive; . = not tested or not shown.

SMILES | XIAP antagonists | SIAH1 antagonists | NS5 inhibitors | AID2073 | LYP phosphatase | RSV CPE inhibition | Large T inhibition | MgcRacGAP inhibition | HIV peptide binding
CCOc1cc(NC(=S)NCc2ccco2)c(OCC)cc1NC(=O)CC(C)C | -12% | -2% | -1% | -17% | -2% | 2.2% | -3% | 5% | 1.0%
CCCn1nc2cc(C(=O)NCC34CC5CC(CC(C5)C3)C4)ccc2c1OCC | -5.2% | -2% | -6% | 10% | -5% | -2.7% | 11% | 2% | -1.0%
COc1ccc(CN=C(N)N=C(N)N)cc1Cl | -5.4% | 0% | -2% | 9% | -8% | 11% | 2% | -1% | -1.0%
CCOc1cccc(OCCOCCNC(C)(C)C)c1 | 0.3% | -2% | -7% | -2% | -5% | 1.4% | 12% | 2% | 3.2%
COc1ccc(N2CCN(C(=O)c3ccccc3N(C)S(=O)(=O)c3ccc(C)cc3)CC2)cc1 | . | -3% | -4% | 8% | -8% | 1.9% | 19% | 30% | -0.7%
Cn1c(=O)c2c(nc(NCc3ccccc3)n2CC(N)=O)n(C)c1=O | . | 3% | 6% | 6% | -3% | -0.4% | 6% | 8% | -0.2%
COc1ccccc1N(C(=O)Cn1nnc2ccccc21)C(C(=O)NCc1ccco1)c1ccc(C)o1 (configuration not stated) | -22% | -3% | 1% | -5% | -3% | 6.9% | 33% | -5% | -0.6%
Cc1nn(C2CCS(=O)(=O)C2)c(Cl)c1/C=C/C(=O)OCC(=O)Nc1ccccc1[N+](=O)[O-] (configuration not stated) | -8.4% | -3% | 1% | -2% | 1% | 5.3% | 9% | 2% | -1.9%
CN(c1ncc(C(F)(F)F)cc1Cl)n1cc(C(=O)O)c2ccccc2c1=O | -5.3% | 0% | -2% | -2% | -2% | 0.7% | 6% | 4% | 22%
CC(=O)Oc1ccc(C(=O)Nc2ccccc2NC(=O)c2ccc(OC(C)=O)cc2)cc1 | . | 0% | 0% | 37% | -5% | 1.5% | 8% | 7% | 2.3%
CCN1CCN(C(=O)Nc2cccc(C(F)(F)F)c2)CC1 | -5.6% | -4% | 0% | 0% | 0% | -0.2% | 2% | 6% | -3.2%
COCCNC(=O)/C(C#N)=C/c1c(N2CC(C)OC(C)C2)nc2ccccn2c1=O (configuration not stated) | 4.0% | 7% | -3% | 8% | -20% | 1.7% | 7% | 6% | 0.4%
COc1cc(CCC(=O)Nc2cccc(S(=O)(=O)N(C)C)c2)cc(OC)c1OC | -13% | -1% | -6% | -2% | -6% | 0.5% | -10% | 4% | 1.0%
COc1cc(/C=N/N=C(\N)c2nonc2N)ccc1O | -0.3% | 3% | -7% | ? | -2% | -0.5% | 12µM* | 19µM* | -1.5%
COc1cc(C(C)=O)ccc1OCC(O)CN1CCN(c2ccc(C)c(C)c2)CC1 (configuration not stated) | . | 6% | 1% | 13% | -7% | -0.8% | 7% | 6% | 1.6%
Cc1nn(Cc2ccccc2)c(C)c1NC(=O)CSc1n[nH]c(C)c1[N+](=O)[O-] | -63% | 0% | -5% | 1% | -2% | 1.4% | 4% | -1% | 1.5%
Cc1nc([N+](=O)[O-])c(Br)n1CC(=O)c1ccc(F)cc1 | -2.3% | 4% | -12% | 26% | 1% | . | -7% | 10% | 0.4%
COc1ccc(CCNC(=O)CCN2C(=O)C3CC=CCC3C2=O)cc1OC (configuration not stated) | -4.8% | -2% | 1% | 37% | -2% | -1.0% | 2% | 5% | 0.3%
O=C(CSc1nccc(=O)[nH]1)NC1CCCC1 | . | 10% | -2% | 12% | -7% | 1.1% | 14% | 6% | -1.4%
CCc1nc(SCC(=O)OC)c2c3c(sc2n1)COC(C)(C)C3 | . | 2% | -4% | 2% | -9% | 4.4% | 2% | 6% | -0.6%
Clc1ccc(Nc2nc(-c3cccs3)cs2)nc1 | -4.6% | -6% | -8% | -2% | -4% | 27% | 1% | 6% | 14%
Cn1cc(Br)c(C(=O)NN2C(=O)C3C(C2=O)C2C=CC3C23CC3)n1 (configuration not stated) | -0.9% | 2% | -2% | 2% | -8% | 1.6% | 3% | 4% | -2.3%
CC(Sc1nnc(-c2ccccc2Br)o1)C(=O)N1CCOCC1 (configuration not stated) | . | 1% | -4% | 5% | -6% | 0.2% | 8% | 5% | -0.9%
O=C(O)c1ccc(NC(=O)c2cn(-c3ccccc3)nc2-c2ccc(F)cc2)cc1 | -5.3% | 9% | 5% | 12% | 5% | 7.8% | 6% | 8% | 19%
O=C(CN(C(=O)CNS(=O)(=O)c1ccccc1)c1ccc(F)cc1)NCc1ccco1 | . | 11% | 8% | 11% | -6% | 0.2% | 0% | 11% | -0.4%
CN(C)CC/C=C1/c2cc(F)ccc2CSc2ccc(F)cc21 | -4.8% | 2% | 0% | -3% | -2% | 0.7% | 17% | 6% | 1.4%
CCNC(=S)N(CCc1c(C)[nH]c2ccc(C)cc12)Cc1cc(OC)c(OC)c(OC)c1 | -6.5% | -6% | -1% | -10% | -1% | 10% | 10% | 12% | -2.4%
NC(=O)CSc1nnc(NC(=O)c2cccc(S(=O)(=O)N3CCCCC3)c2)s1 | -4.8% | 3% | 3% | 11% | -3% | -0.1% | 22% | 7% | 3.6%
O=C(CCNC(=O)C1CCN(S(=O)(=O)c2ccc(F)cc2)CC1)NCc1cccnc1 | . | 7% | -12% | 8% | -8% | -0.9% | 33% | 8% | 1.7%
CCC(=O)c1ccc(OCC(=O)Nc2ccccc2C(=O)N2CCCCC2)cc1 | . | . | 1% | . | . | 1.8% | 10% | 4% | .
CCOC(=O)c1oc2ccccc2c1NC(=O)c1ccc2c(c1)OCO2 | 0.4% | 2% | -12% | 8% | -3% | 0.4% | -4% | 2% | -0.9%
CCCC(=O)NCCc1nc2cc([N+](=O)[O-])ccc2n1C | -9.0% | 6% | -4% | -7% | -1% | -0.1% | 19% | -6% | 2.3%
CCCOC(=O)CSC1=C(C#N)C(c2ccccc2Cl)CC(=O)N1 (configuration not stated) | -0.9% | -2% | 1% | -4% | -2% | 0.3% | 13% | 4% | 0.5%
COc1ccc(-c2cc(C(=O)NC(Cc3cc4ccccc4[nH]3)C(=O)O)c(C)o2)cc1OC (configuration not stated) | -14% | -2% | 3% | 11% | 2% | -1.3% | 2% | 3% | 13%
COCCNC(=O)c1cc(Br)ccc1Cl | -0.2% | 1% | 1% | -8% | 1% | 1.9% | 5% | -1% | 0.8%
CCc1nnc(NC(=O)CSc2nc3cccnc3n2C2CCCCC2)s1 | -8.7% | -5% | 0% | -10% | 8% | ? | 1% | 14% | -0.6%

Compound profiles, from the list above.
Profile of O=C(CCNC(=O)C1CCN(S(=O)(=O)c2ccc(F)cc2)CC1)NCc1cccnc1 : XIAP antagonists = .; SIAH1 antagonists = 7%; NS5 inhibitors = -12%; AID2073 = 8%; LYP phosphatase = -8%; RSV CPE inhibition = -0.9%; Large T inhibition = 33%; MgcRacGAP inhibition = 8%; HIV peptide binding = 1.7%
Profile of CCNC(=S)N(CCc1c(C)[nH]c2ccc(C)cc12)Cc1cc(OC)c(OC)c(OC)c1 : XIAP antagonists = -6.5%; SIAH1 antagonists = -6%; NS5 inhibitors = -1%; AID2073 = -10%; LYP phosphatase = -1%; RSV CPE inhibition = 10%; Large T inhibition = 10%; MgcRacGAP inhibition = 12%; HIV peptide binding = -2.4%

Going on with the list.
SMILES | XIAP antagonists | SIAH1 antagonists | NS5 inhibitors | AID2073 | LYP phosphatase | RSV CPE inhibition | Large T inhibition | MgcRacGAP inhibition | HIV peptide binding
CCn1c(SCC(=O)NC(C)(C)C)nnc1-c1ccncc1 | -9.7% | -6% | -3% | -4% | -8% | 1.5% | 6% | 7% | -0.8%
O=C(NC1CCC1)C1CCC(=O)N(Cc2ccccc2F)C1 (configuration not stated) | . | -2% | -9% | 6% | -11% | -0.1% | 23% | 9% | 0.3%
C[C@@H](NC(=O)c1nc[nH]c1C(=O)N[C@@H](CCCCNC(=O)OC(C)(C)C)C(=O)OC(C)(C)C)c1ccccc1 | 2.5% | -1% | -3% | 19% | 13% | -4.3% | 7% | 9% | 1.4%
CCOc1ccc(NC(=O)C2CCCN2S(=O)(=O)c2ccc3c(c2)C(C)(C)C(=O)N3C)cc1 (configuration not stated) | . | 8% | -3% | 4% | -7% | 0.4% | . | 2% | 1.1%
COC(=O)c1ccc(NC(=O)CCc2c(C)nc3ncnn3c2C)cc1 | 0.9% | 8% | -6% | -8% | -9% | 1.5% | 0% | -2% | 0.8%
CCc1ccc2ncc(S(=O)(=O)c3ccc(C)c(C)c3)c(N3CCCC3)c2c1 | -3.8% | 2% | -3% | 15% | -1% | 17% | 3% | 3% | -0.6%
O=C(CCNC(=O)C1CCN(S(=O)(=O)c2ccc(F)cc2)CC1)Nc1ccccc1 | . | 7% | 0% | 0% | -9% | -0.2% | 11% | -8% | 1.5%
O=C(N/N=C/c1ccccc1O)C1CC(=O)N(c2ccc(Cl)cc2)C1 (configuration not stated) | . | 0% | -6% | ? | -4% | 10.0% | -4% | 10% | -0.2%
CCOC(=O)C1(CCc2ccccc2)CCN(Cc2cccc3nccnc23)CC1 | -3.5% | 1% | -13% | -12% | -7% | 8.3% | 28% | 10% | -2.6%
O=C1NC(=O)c2cc(Oc3ccc([N+](=O)[O-])cc3)ccc21 | . | 3% | 0% | -4% | -8% | 2.4% | 8% | 16% | 0.1%
O=C(Nc1ccc(F)c(Cl)c1)C1CCCCC1 | . | . | 2% | . | . | 1.2% | 23% | 3% | .
CCN1CCN(CCCNC(=O)c2ccc3c(c2)N(Cc2ccc(C)cc2)CCS3)CC1 | . | 0% | -3% | 37% | -12% | -0.8% | 7% | -3% | -1.3%
CC(C)Oc1ccc(C(=O)NC(=S)Nc2ccc(CN3CCOCC3)cc2)cc1 | -6.9% | -3% | -1% | -24% | -10% | -0.2% | 9% | 10% | -0.6%
CCOC(=O)N1CC=C2C(C#N)=C(N)C(C#N)(C#N)[C@H](c3cccs3)[C@H]2C1 | -1.8% | 1% | 7% | -6% | 5% | 1.1% | 33% | -7% | 7.0%
Cc1onc(-c2ccccc2Cl)c1C(=O)OCC(=O)c1ccccc1 | -3.4% | -4% | -3% | 13% | -8% | 9.2% | 6% | 4% | -0.5%
Cc1cc(Br)ccc1NC(=O)CN(C)Cc1cccs1 | . | -8% | -2% | 2% | -4% | ? | -4% | 6% | -0.7%
Cc1cccc(C)c1OCC(=O)Nc1ccccc1C(F)(F)F | -1.4% | 7% | -5% | 2% | -8% | 8.0% | 6% | -3% | -0.1%
CCOC(=O)CNC(=O)C(NC(=O)C1CCC(C)CC1)C(C)CC (configuration not stated) | -6.2% | 1% | 0% | 6% | -8% | 0.9% | 3% | 4% | -0.9%
COC(=O)[C@@H]1C[C@]2(Br)c3ccccc3N(S(=O)(=O)c3ccccc3)[C@@H]2N1C(=O)OC | . | . | -8% | . | . | 0.5% | 20% | 11% | .
CN(C)c1ccc(N2C(=NC(=O)CC3CCCCC3)SC3CS(=O)(=O)CC32)cc1 (configuration not stated) | . | 6% | -8% | 12% | 0% | 3.7% | 9% | 1% | 0.1%
Cc1ccc(C(=O)C(C)OC(=O)c2cc(=O)[nH]c3ccccc23)cc1 (configuration not stated) | . | . | -4% | . | . | 0.0% | 6% | -2% | .
